Source: PubChem (several laboratories)
KCC2 mod: KCC2 cotransporter modulators, thallium flux, primary screen, cell-based, HEK293 KCC2, FluoZin-2 fluorescence, MLSMR; Solute carrier family 12 member 5 (Homo sapiens), Q9H2X9; KCC2 cells, thallium flux FluoZin-2 fluorescence; B-score of Tl+ flux slope (higher = more flux/activation; lower = inhibition) at 10 µM; 190,000 compounds, 2.2% hits; AID 1456, 2008;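 active = thallium flux slope and its plate-corrected score both differing from the plate sample mean at a set confidence after two filtering rounds, in either direction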;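 note: slope of fluorescence scaled to starting intensity during 10 to 20 s after thallium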
Target sequence (Q9H2X9 whole entry, looked up): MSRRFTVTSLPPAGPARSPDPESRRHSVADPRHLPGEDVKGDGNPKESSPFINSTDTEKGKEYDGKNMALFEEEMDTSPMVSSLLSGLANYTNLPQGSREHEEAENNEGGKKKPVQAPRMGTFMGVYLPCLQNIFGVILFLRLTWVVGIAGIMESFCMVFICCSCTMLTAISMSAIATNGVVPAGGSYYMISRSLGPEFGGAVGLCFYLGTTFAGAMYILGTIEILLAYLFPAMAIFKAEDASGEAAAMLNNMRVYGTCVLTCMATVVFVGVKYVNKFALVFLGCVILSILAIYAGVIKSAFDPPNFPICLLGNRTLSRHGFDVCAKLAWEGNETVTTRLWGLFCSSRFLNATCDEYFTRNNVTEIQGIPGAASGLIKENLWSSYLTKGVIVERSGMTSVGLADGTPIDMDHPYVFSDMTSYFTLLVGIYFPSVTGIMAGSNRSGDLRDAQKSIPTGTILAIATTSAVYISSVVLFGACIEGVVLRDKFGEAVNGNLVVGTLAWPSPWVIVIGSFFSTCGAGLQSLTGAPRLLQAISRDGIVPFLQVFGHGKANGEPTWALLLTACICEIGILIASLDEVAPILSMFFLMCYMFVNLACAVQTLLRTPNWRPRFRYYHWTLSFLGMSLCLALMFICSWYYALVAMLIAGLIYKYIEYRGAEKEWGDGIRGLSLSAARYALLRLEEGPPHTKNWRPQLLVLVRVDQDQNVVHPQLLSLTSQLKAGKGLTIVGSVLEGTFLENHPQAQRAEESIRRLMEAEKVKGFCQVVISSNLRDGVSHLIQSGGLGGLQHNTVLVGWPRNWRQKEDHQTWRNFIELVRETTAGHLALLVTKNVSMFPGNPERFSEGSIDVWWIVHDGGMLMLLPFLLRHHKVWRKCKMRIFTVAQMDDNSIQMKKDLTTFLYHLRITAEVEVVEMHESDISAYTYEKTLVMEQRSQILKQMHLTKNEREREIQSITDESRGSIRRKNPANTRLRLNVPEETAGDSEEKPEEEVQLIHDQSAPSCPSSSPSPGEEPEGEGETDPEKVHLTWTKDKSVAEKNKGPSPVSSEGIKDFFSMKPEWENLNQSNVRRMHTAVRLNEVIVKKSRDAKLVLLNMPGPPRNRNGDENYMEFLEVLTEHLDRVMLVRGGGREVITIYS
EBV gp42 block: Epstein-Barr virus gp42 inhibitors, primary screen, biochemical, uHTS, fluorescence polarization; Glycoprotein 42 (Epstein-Barr virus (strain AG876)), Q1HVG2; Fluorescence polarization binding assay, mP read-out; inhibition, % (tested at 21.74 µM); 220,000 compounds, 0.42% hits; in the data active = inhibition above about 50%
m-calpain inh: inhibitors of pig calpain II, primary screen, biochemical, fluorogenic peptide substrate, 1536-well | inhibition, % at 16 µM | purified calpain II, 30 min | 220,000 compounds, 0.37% hits;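 active = inhibition above about 50%, limit read from the data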
Thrombin inh: human alpha-thrombin inhibitors, primary screen, counter-screen for coagulation protease inhibitor project, biochemical, 1536-well, fluorogenic AMC substrate; Prothrombin (Homo sapiens), P00734; Boc-VPR-AMC fluorogenic substrate cleavage; inhibition, % at 5 µM; 220,000 compounds, 0.26% hits; AID 1046, 2008;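 active = inhibition at or above 40%; inactive = inhibition below 40%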;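 note: 0% = enzyme with no compound and 100% = wells without enzyme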
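System – human alpha-thrombin protein · Reagent – Boc-VPR-AMC substrate, 15 µM final · Compound – 5 µM single dose in 0.2% DMSO · Schedule – reaction at room temperature · Technique – AMC fluorescence at 355 nm excitation and 460 nm emission · Read-out basis – % inhibition relative to enzyme controls and enzyme-free blanks · Control set – no-compound enzyme wells and no-enzyme blanks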
Tb hexokinase: Trypanosoma brucei hexokinase 1 inhibitors, primary screen, biochemical, G6PDH-coupled NADH absorbance, MLSCN library; inhibition, % at 10 µM; AID 1430, 2008; 220,000 compounds, 0.11% hits; hexokinase 1 [Trypanosoma brucei]; recombinant TbHK1, G6PDH-coupled NADH A340;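 active = inhibition of 50% or more in the single-dose primary screen; inactive = inhibition below 50%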
PPC-1+TRAIL kill: compounds killing PPC-1 cancer cells with TRAIL present, primary screen, TRAIL potentiator project, ATPLite luminescence, uHTS; 220,000 compounds, 0.41% hits; PPC-1 cells + TRAIL, ATPLite viability luminescence; cell killing (% activity), % at 4 µM; AID 1443, 2008;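 active = cell killing above 50% in the first pass at 4 µM, then a duplicate retest at 5 µM averaging 50% or more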;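 note: plate controls were cells with TRAIL plus DMSO for no effect and medium-only wells lacking cells for full effect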
Furin inh: human furin inhibitors, primary screen, biochemical, fluorescence intensity; P09958; purified furin, fluorogenic substrate cleavage; inhibition, % at 30 µM; 220,000 compounds, 0.061% hits; AID 463115, 2010; in the data active = inhibition above about 25%; note: inactives centre near -15
TRPML3 agonist: human TRPML3 channel agonists, primary screen, cell-based, HEK293 TRPML3-YFP, Fluo-8 calcium fluorescence, 3 µM. Mucolipin-3 (Homo sapiens), Q8TDD5. 100% = the carbachol control signal. activation, % at 3 µM. 220,000 compounds, 0.29% hits;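 active = activation above its plate's cutoff, the mean activation of the plate's test wells plus 3 SD, cut at about 12% in these data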;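 note: 0% = DMSO only wells and 100% = carbachol wells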
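Test system: HEK293 cells stably carrying human TRPML3-YFP; Doses: single dose, 3 µM final nominal compound, 0.3% DMSO final; Schedule: dye loading 1 h 37 °C then 30 min ambient, 125 s read; Technique: Fluo-8 calcium fluorescence; Benchmarks: high control carbachol 87 µM, low control DMSO.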
TRPN1 ag: zebrafish TRPN1 channel agonists, primary screen, cell-based, HEK293, calcium fluorescence | transient receptor potential cation channel N1 (TRPN1/NompC), Danio rerio | HEK293 zebrafish TRPN1-YFP, Fluo-8 calcium fluorescence; 100% = response to 87 µM carbachol | activation, % at 3 µM | 220,000 compounds, 0.18% hits | AID 1424, 2008;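 active = activation above its plate's cutoff, the mean activation of test wells on that plate plus 3 SD, cut at about 19% in these data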;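 note: 0% = DMSO alone and 100% = 87 µM carbachol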
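System: zebrafish TRPN1-YFP in HEK293 cells / Dosing: 3 µM single point / Timing: dye loading 1 h at 37 °C, then 30 min room temperature / Signal: Fluo-8 calcium fluorescence, excitation 470-495 nm, emission 515-575 nm / Read-out basis: percent activation from peak over basal fluorescence ratio, control-normalized / Control set: high carbachol 87 µM, low DMSO alone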
The depositor's hits bear a star; i = inactive; / = no result given; [ ] = another dose, or the depositor's remark.

(1) CN(C)/N=C/c1cc(Cl)cc([N+](=O)[O-])c1O
(2) CC(C)(Oc1ccc(Cl)cc1)C(=O)OCn1nnc2ccccc2c1=O
(3) N#C/C(=C\c1ccccc1)c1ccccn1
(4) c1ccc(CN2CCN(c3nc4ccccc4c4ccccc34)CC2)cc1
(5) O=C(Cn1nc(-c2ccccc2)c2ccccc2c1=O)Nc1cccnc1
(6) Cn1cc(Cl)c(C(=O)Nc2cnn(Cc3ccc(F)cc3)c2)n1
(7) CC(=O)Nc1ccc(Nc2ccc(S(=O)(=O)C(F)(F)F)cc2[N+](=O)[O-])cc1
(8) CCN1CCN(CC(O)COc2ccc(Cl)cc2)CC1 (stereo not drawn)
assay / compound	1	2	3	4	5	6	7	8
KCC2 mod	0.0088	/	-0.32	0.0018	/	-1.2	-0.23	0.56
EBV gp42 block	-14	-19	1	-26	0	-9	6	1
m-calpain inh	9	0	-6	23	13	9	55*	-8
Thrombin inh	-8	-4	-6	0	0	-7	-16	-6
Tb hexokinase	9	0	-15	-13	-5	-3	-4	-5
PPC-1+TRAIL kill	4	14	6	-5	-2	-1	15	26
Furin inh	-12	-39	-13	-14[20 µM]	-16[20 µM]	-23	-13	-21[20 µM]
TRPML3 agonist	2.0	2.5	0.5	-0.1	0.6	0.4	1.6	1.1
TRPN1 ag	3.6	-1.2	-0.1	-1.0	-0.4	0.5	2.8	-0.8

Single entries from the list:
TRPN1 ag with no. 5 reads -0.4
KCC2 mod with no. 8 reads 0.56

The list continues.
(9) COc1ccc(C2=NO[C@@H]3C(=O)N(Cc4ccccc4)C(=O)[C@H]23)c(OC)c1
(10) CCOC(=O)CSc1nc(C2CC2)cc(-c2ccc(F)cc2)c1C#N
(11) CCOC(=O)C1(Cc2ccc(O)cc2)NC(c2ccccc2F)C2C(=O)N(C)C(=O)C21 (stereo not drawn)
(12) COc1ccc(/C(O)=C2/C(=O)C(=O)N(CCN(C)C)C2c2cccnc2)cc1OC (stereo not drawn)
(13) O=C(COc1cccc2ccccc12)Nc1cc(S(=O)(=O)N2CCOCC2)ccc1N1CCOCC1
(14) CCn1cc(CN2N=C(C)CC2c2ccccc2)c(C)n1 (stereo not drawn)
(15) CC1(C)CC(=O)C2=C(C1)N1CCCCC1CC2=O (stereo not drawn)
(16) C=CCn1c(C(CC)CC)nc2ccccc21
assay / compound	9	10	11	12	13	14	15	16
KCC2 mod	-0.17	-0.69	/	0.12	-0.54	-0.33	/	-0.23
EBV gp42 block	-14	6	7	-22	-11	-5	12	-12
m-calpain inh	21	4	-65	-5	-169	-9	-15	10
Thrombin inh	24	-1	-6	-7	3	3	0	1
Tb hexokinase	2	4	-4	-11	-10	-3	-5	7
PPC-1+TRAIL kill	19	-11	6	8	14	9	-26	-14
Furin inh	-4	-9[20 µM]	-23	-19	-17	-18	-19	-20
TRPML3 agonist	-0.3	0.6	0.8	0.7	1.5	0.5	0.9	-0.2
TRPN1 ag	1.6	1.5	1.1	0.1	-0.2	-0.1	1.0	-0.8

(17) COC(Cc1n[nH]c(=S)n1-c1ccccc1)OC
(18) COc1ccccc1NC(=O)CC(NC1CCCCC1)C(=O)O (stereo not drawn)
(19) Cc1cc(C)n(-c2ncc3c(n2)N(C)CCOC3=O)n1
(20) C(=C\c1ccco1)/c1ccc2ccccc2n1
(21) CCOC(=O)C1=C(C)NC(SCC(=O)O)=C(C#N)C1c1ccco1 (stereo not drawn)
(22) NC(=O)CSc1ccc(Br)cc1
(23) CCC(C)(C)n1nnnc1C(C(C)C)N(Cc1cccnc1)Cc1ccco1 (stereo not drawn)
(24) CCCCCC(C)n1[nH]c(=O)cc1N (stereo not drawn)
assay / compound	17	18	19	20	21	22	23	24
KCC2 mod	0.0011	0.13	-0.16	0.78	-1.1	0.67	-0.7	0.33
EBV gp42 block	6	-5	2	42	-11	-11	0	-5
m-calpain inh	-4	26	-21	-12	-58	17	20	24
Thrombin inh	3	-3	-6	-10	0	2	-3	1
Tb hexokinase	3	1	-15	-14	-12	-1	0	-4
PPC-1+TRAIL kill	41	6	-1	0	5	15	-7	10
Furin inh	-11	-9	-24	-5	-16[20 µM]	-14[20 µM]	-16	-11[20 µM]
TRPML3 agonist	0.4	0.5	0.5	1.0	0.0	0.2	0.8	0.4
TRPN1 ag	0.1	1.3	2.7	1.1	0.9	-0.4	-2.3	-0.8

(25) CC1=CC(C)C(C(=O)O)C(C(=O)Nc2cccnc2)C1 (stereo not drawn)
(26) CC1(C)Cc2nc(Cl)c(C#N)cc2CO1
(27) O=[N+]([O-])c1ccccc1Oc1ccc(Cl)c2cccnc12
(28) CCOc1cc2c(cc1OCC)C(c1ccc(OC)c(OC)c1)N(c1ccc(C(=O)O)cc1)C(=O)C2 (stereo not drawn)
(29) Cc1ccc(NC(=O)CSCc2c(C)noc2C)cc1C
(30) CC1(C)Cc2c(sc3nc(SCC(=O)N4CCOCC4)nc(N)c23)CO1
(31) CCC(=O)Nc1nnc(SCC(=O)Nc2ccc(F)cc2)s1
(32) CCOC(=O)c1cn(Cc2cccc(Cl)c2)nn1
assay / compound	25	26	27	28	29	30	31	32
KCC2 mod	-0.5	0.72	-1	-0.94	0.84	-0.035	-0.069	0.039
EBV gp42 block	-21	-12	2	2	-14	-10	-5	2
m-calpain inh	-10	-7	38	5	15	-15	-23	20
Thrombin inh	-11	-4	1	-3	-7	-2	-10	-2
Tb hexokinase	-4	0	4	-5	5	-13	-1	0
PPC-1+TRAIL kill	14	-9	-6	-7	0	5	13	9
Furin inh	-27	-27	0	-10	-34	-15	-4	-15
TRPML3 agonist	0.5	0.6	-0.1	0.9	-0.9	0.7	0.8	0.1
TRPN1 ag	0.1	0.8	-1.9	0.7	-1.0	0.7	-0.7	0.6

Pulled one by one from the entries so far:
(31) CCC(=O)Nc1nnc(SCC(=O)Nc2ccc(F)cc2)s1
(28) CCOc1cc2c(cc1OCC)C(c1ccc(OC)c(OC)c1)N(c1ccc(C(=O)O)cc1)C(=O)C2 (stereo not drawn)
assay / compound	31	28
KCC2 mod	-0.069	-0.94
EBV gp42 block	-5	2
m-calpain inh	-23	5
Thrombin inh	-10	-3
Tb hexokinase	-1	-5
PPC-1+TRAIL kill	13	-7
Furin inh	-4	-10
TRPML3 agonist	0.8	0.9
TRPN1 ag	-0.7	0.7

Next results follow.
(33) CCOC(=O)C1=C(C)N(c2ccccc2)C(=O)/C1=C\c1ccco1
(34) O=C(Nc1ccccc1OC(F)F)C1CCCN1C(=O)c1cccs1 (stereo not drawn)
(35) c1ccc(-n2c(SCC3CCCCO3)nnc2-c2cnccn2)cc1 (stereo not drawn)
(36) O=C1NCCN(Cc2ccc(F)cc2)C1CC(=O)N1CC=C(c2ccccc2)CC1 (stereo not drawn)
(37) Cc1oc2ccc(OC(=O)c3cccs3)cc2c1C(=O)OC(C)C
(38) COc1ccc(/C=N/NC(=O)c2snnc2C)c(OC)c1OC
(39) C=CCc1cccc2cc(C(=O)NCc3ccc(C(=O)OCC)o3)c(=O)oc12
(40) Cc1c(O)ccc2c3c(c(=O)oc12)CCC(C)C3 (stereo not drawn)
assay / compound	33	34	35	36	37	38	39	40
KCC2 mod	0.74	1.2	-0.97	-1.1	-0.54	1.1	-0.6	0.57
EBV gp42 block	1	-13	-12	4	-10	-2	-5	-29
m-calpain inh	-5	16	-1	-9	18	-82	-125	i
Thrombin inh	-11	-9	-4	5	-5	-14	-10	4
Tb hexokinase	19	35	-2	-7	-1	-10	-6	-13
PPC-1+TRAIL kill	16	4	0	-2	0	10	-19	4
Furin inh	4	-11	-6[20 µM]	-5	-15	-17	-20[20 µM]	-29[20 µM]
TRPML3 agonist	-0.2	0.7	0.2	0.0	0.7	0.5	0.5	-0.4
TRPN1 ag	-1.4	0.6	0.6	1.1	-1.2	-0.9	-0.8	-0.3

(41) Cc1ccc(Cn2ccc(NC(=O)c3cc(-c4ccc(Br)cc4)on3)n2)cc1
(42) CCCc1ccc(OCC(O)CN2CCN(c3ccccc3)CC2)cc1 (stereo not drawn)
(43) CCN(CC)CC#CC(C)OCOCC#CCOC (stereo not drawn)
(44) COC(=O)c1scc(S(=O)(=O)C(C)C)c1N/N=C(\C#N)C(=O)c1ccc(Cl)cc1
(45) COCc1cc(C(C)=O)ccc1OC
(46) CCCCC(=O)Nc1ccc(NC(=S)NC(=O)CC)cc1OC
(47) COC(=O)c1ccc(CN2CCN(CC=C(C)C)C(CCO)C2)cc1 (stereo not drawn)
assay / compound	41	42	43	44	45	46	47
KCC2 mod	1.2	/	/	-2.8	/	0.1	-0.65
EBV gp42 block	-32	-7	6	-7	-19	-14	-15
m-calpain inh	-7	18	-20	11	-10	6	21
Thrombin inh	0	13	-6	1	1	-7	19
Tb hexokinase	6	10	8	-7	7	-8	7
PPC-1+TRAIL kill	-12	17	-1	28	32	15	/
Furin inh	-19	-21	-25	-26	-21[20 µM]	-18	-14
TRPML3 agonist	0.3	0.3	0.7	4.3	0.9	0.7	0.8
TRPN1 ag	0.2	0.8	0.6	5.8	0.7	-0.4	0.8

Entries of single compounds as entered above:
CCN(CC)CC#CC(C)OCOCC#CCOC (stereo not drawn) is listed as KCC2 mod: /; EBV gp42 block: 6; m-calpain inh: -20; Thrombin inh: -6; Tb hexokinase: 8; PPC-1+TRAIL kill: -1; Furin inh: -25; TRPML3 agonist: 0.7; TRPN1 ag: 0.6
COCc1cc(C(C)=O)ccc1OC is listed as KCC2 mod: /; EBV gp42 block: -19; m-calpain inh: -10; Thrombin inh: 1; Tb hexokinase: 7; PPC-1+TRAIL kill: 32; Furin inh: -21[20 µM]; TRPML3 agonist: 0.9; TRPN1 ag: 0.7

No enrichment for hits. Share with any hit: about 3.6%.
